# TGFb inhibitor – blocks TGF-b signaling | 410,000 compounds, 1.2% hits | Potency, µM (doses to about 46.1 µM), inactives show top-dose activity, negative = inhibition, usual class: inhibitors | HepG2 CAGA-GFP TGF-b/SMAD3 reporter, GFP fluorescence, 18 h; TGF-beta stimulated, 500 pg/mL final; note: % is set by controls: 0 for no effect and ±100 for the full control effect; nearly all actives have a fitted effect of over 65% in size
#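 GFP signal (ex488/em500-530) from TGF-beta-stimulated HEPG2 CAGA-GFP cells, 500 pg/mL final, 18 h at 37 degrees C in DMEM plus 1% FBS, normalized to unstimulated and DMSO-stimulated controls.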
# S2 tox – viability counter-screen for ATXN expression inhibitors; S2 cells (HEK-293 line with an ATXN2-luciferase reporter) viability, CellTiter-Fluor protease fluorescence, 24 h; Potency, µM (series often up to 56.7 µM), usual class: cytotoxic; 400,000 compounds, 0.49% hits; AID 651635; note: nearly all actives have a fitted effect of over 40% in size
# Nrf2 ARE act – Nrf2 pathway activation. 410,000 compounds, 0.31% hits. Potency, µM (highest dose often 46.1 µM), without a hit: at the top dose activation, actives largely listed as activators. AREc32 ARE-luciferase reporter (MCF7-derived line), luminescence, 24 h. AID 624171; note: % of control where 0% means no effect; nearly all actives have a fitted effect of over 65% in size
#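 Quantitative high-throughput format: AREc32 reporter cells, 1000 per well, received compound by pin transfer and were incubated 24 hr at 37 deg C, 5% CO2, before Steady-Glo luminescence detection.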
# Nrf2 inh – Nrf2 pathway inhibition; AID 504444; A549 ARE-Fluc reporter, luciferase luminescence, 18-24 h; Potency, µM (series often up to 46 µM), inactives show top-dose activity change, negative = inhibition, actives largely listed as inhibitors; 360,000 compounds, 2.1% hits; note: % is set by controls: 0 for no effect and ±100 for the full control effect; nearly all actives have a fitted effect of over 60% in size
#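 Nrf2 function is reported as luminescence of an ARE-controlled luciferase in A549 cells. Compounds were tested at several concentrations, and a CellTiter-Fluor read on the same wells flagged cytotoxicity.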
# HepG2 tox – kills HepG2 cells in TGF-b inhibitor counter-screen; 410,000 compounds, 0.76% hits; HepG2 CAGA-GFP viability, ATP luminescence, 18 h; Potency, µM (top dose mostly 46.1 µM), for the others: at the top dose activity change, negative = cytotoxicity, usual class: cytotoxic; note: some results filed as inactive show a strong effect at the top dose
#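 CellTiter-Glo luminescence gave cytotoxicity after 18 hours at 37 degrees C. The cells were HepG2 CAGA-GFP in 1% FBS DMEM, stimulated with 500 pg/mL TGF-beta after compound addition. %Activity was normalised to no-cell wells (complete cell-killing) and DMSO (no toxicity), and curves were fitted and classified.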
# MCF10A rereplic – induces DNA re-replication in MCF 10a normal breast cells; MCF 10A DNA re-replication, Hoechst nuclear intensity, 48 h; AID 624296; Potency, µM (highest dose often 46.1 µM), for inactives: top-dose activity, positive = re-replication, most hits filed as activators; 350,000 compounds, 2.9% hits; note: % of control where 0% means no effect; nearly all actives have a fitted effect of over 50% in size
# A549 tox – kills or reduces viability of A549 cells in Nrf2 counter-screen; 390,000 compounds, 0.16% hits; AID 504648; A549 ARE-Fluc cells, CellTiter-Fluor viability, 18-24 h; Potency, µM (top dose mostly 46 µM), inactives show at the top dose activity change, negative = cytotoxicity, hits mostly inhibitors; note: % is set by controls: 0 for no effect and ±100 for the full control effect
#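 Cytotoxicity counterscreen: CellTiter-Fluor fluorescence was measured in A549 ARE_Fluc cells after 18-24 h of compound exposure in a concentration series. The subsequent BugLite luminescent read reports ARE-luciferase activity.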
# ATXN2 expr inh – inhibitors of ATXN2 expression; AID 1745845; Potency, µM (series often up to 57 µM), without a hit: at the top dose activity change, negative = inhibition, most hits filed as inhibitors; 360,000 compounds, 0.72% hits; HEK-293 ATXN2-luciferase reporter, luminescence, 24 h; note: % is set by controls: 0 for no effect and ±100 for the full control effect; nearly all actives have a fitted effect of over 55% in size
#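 qHTS (up to 57 uM final) was run with 24 h compound exposure of reporter cells at 37 °C. Each well was multiplexed: SteadyGlo luminescence measured ATXN2-luciferase expression after a fluorogenic Gly-Phe-AFC viability readout (25 uM final).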
# EPAC2 antag – EPAC2 (human) antagonism | Potency, µM (titrated, usually from 114 µM), for inactives: at the top dose activity, negative = inhibition, most hits filed as inhibitors | Q8WZA2 | AID 720708 | 360,000 compounds, 0.18% hits | EPAC2 GEF exchange of Rap1B-BODIPY-GDP, fluorescence; note: % is set by controls: 0 for no effect and ±100 for the full control effect; nearly all actives have a fitted effect of over 45% in size; many of its hits are not listed in these tables
# Target sequence (Q8WZA2 whole entry, looked up): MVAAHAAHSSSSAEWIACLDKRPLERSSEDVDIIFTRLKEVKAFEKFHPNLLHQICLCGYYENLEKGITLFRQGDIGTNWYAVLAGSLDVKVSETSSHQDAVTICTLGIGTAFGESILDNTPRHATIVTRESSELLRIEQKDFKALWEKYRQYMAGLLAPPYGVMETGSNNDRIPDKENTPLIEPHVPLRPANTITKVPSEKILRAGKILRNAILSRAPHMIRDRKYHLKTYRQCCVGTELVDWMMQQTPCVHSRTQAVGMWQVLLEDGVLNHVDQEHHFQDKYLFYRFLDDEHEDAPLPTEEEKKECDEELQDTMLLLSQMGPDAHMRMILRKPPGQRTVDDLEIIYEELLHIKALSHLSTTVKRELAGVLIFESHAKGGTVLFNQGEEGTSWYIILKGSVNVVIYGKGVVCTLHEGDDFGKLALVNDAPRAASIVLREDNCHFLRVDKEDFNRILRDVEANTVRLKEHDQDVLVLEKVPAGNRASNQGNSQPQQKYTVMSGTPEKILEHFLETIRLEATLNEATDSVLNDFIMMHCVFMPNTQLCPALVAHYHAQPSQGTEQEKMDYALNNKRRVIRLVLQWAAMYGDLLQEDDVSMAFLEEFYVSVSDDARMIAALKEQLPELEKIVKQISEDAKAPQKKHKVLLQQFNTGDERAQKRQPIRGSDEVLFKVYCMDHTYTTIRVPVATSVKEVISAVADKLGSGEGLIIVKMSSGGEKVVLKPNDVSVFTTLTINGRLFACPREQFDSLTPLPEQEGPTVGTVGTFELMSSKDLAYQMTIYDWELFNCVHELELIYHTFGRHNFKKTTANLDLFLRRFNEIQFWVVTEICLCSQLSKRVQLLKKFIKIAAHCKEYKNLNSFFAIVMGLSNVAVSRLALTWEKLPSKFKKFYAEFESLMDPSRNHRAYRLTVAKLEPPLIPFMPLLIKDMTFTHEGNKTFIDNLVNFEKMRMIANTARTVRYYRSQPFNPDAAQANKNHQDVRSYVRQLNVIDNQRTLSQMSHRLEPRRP
# The depositor's hits bear a star; i = inactive; ? = inconclusive; . = not tested or not shown; [ ] = remark or other dose. Calls come from the whole dose curve; as a rule, active = well fitted curve in the direction sought with a large enough effect; inconclusive = small, poorly fitted or top-dose-only effect, or another doubt; inactive = no such curve, though single readings can be large; an effect the other way counts as inactive or inconclusive. Potency is the fitted concentration of half-maximal effect. The list is partial. The share of hits here may be higher or lower than overall.
SMILES,TGFb inhibitor,S2 tox,Nrf2 ARE act,Nrf2 inh,HepG2 tox,MCF10A rereplic,A549 tox,ATXN2 expr inh,EPAC2 antag
CC(=O)NC(C(=O)NCC(N)=O)C(C)C (configuration not stated),11%,i,-0.1%,3%,-2%,-2%,-15%,5%,13%
Cn1c(=O)c2c(nc(OCc3ccccc3)n2C)n(C)c1=O,-3%,i,0.7%,4%,-1%,-5%,2%,5%,-10%
O=C(/C=C/c1ccc2c(c1)OCO2)NCCS(=O)(=O)N1CCN(c2ccc(F)cc2)CC1,4%,i,-0.4%,-19%,-1%,17%,-3%,-14%,7%
CCc1cc2c(cc3c(=O)n(CC(=O)NCc4cc(Br)ccc4OC)ncn32)s1,-4%,.,-0.2%,?,8%,.,-11%,.,.
CCOc1ccc(N(CC(=O)N2CCCC2)S(=O)(=O)c2ccc(F)cc2)cc1,-6%,i,0.1%,-9%,-51%,-3%,-1%,-8%,-1%
CCOC(=O)N1CCN(c2c(-c3ccc(C)cc3)c(=O)c2=O)CC1,1%,i,0.1%,3%,-1%,3%,1%,1%,-3%
CN(C)CCCNCC(=O)NN(c1ccccc1)c1ccccc1,-5%,i,-0.2%,2%,4%,?,1%,6%,1%
CSc1cccc(NC(=S)N2CCC(N(C)C3CCCCCC3)CC2)c1,-20%,i,0.0%,-15%,-60%,-10%,1%,-16%,-4%
COc1ccccc1N1CCN(C(=O)CN(Cc2ccccc2)S(C)(=O)=O)CC1,-1%,i,-0.1%,21%,-52%,7%,-7%,-12%,-4%
COCCN(C(=O)CNC(=O)c1ccco1)C(C(=O)NC1CCCC1)c1cccs1 (configuration not stated),-8%,i,-0.3%,1%,1%,-6%,-4%,2%,4%
Cc1ccc(C(=O)COC(=O)COc2ccc(C)c(C)c2)cc1,-7%,i,0.0%,-4%,2%,18%,3%,0%,-16%
CC(NC(=O)C(=O)N1CCOCC1)C(c1cccs1)N1CCN(c2ccc(F)cc2)CC1 (configuration not stated),-1%,i,-0.2%,6%,4%,-3%,4%,-7%,13%
CNc1ccc(-c2nc(-c3ccccc3C)no2)cc1[N+](=O)[O-],0%,i,6.0%,-1%,-1%,.,2%,12%,.
CCCNC(=O)N1CCCN(S(=O)(=O)c2ccc3c(ccn3CC)c2)CC1,1%,i,-1.1%,.,0%,.,2%,4%,.
O=C(NCc1ccccc1)[C@@H]1C[C@H]1[C@@H](NP(=O)(c1ccccc1)c1ccccc1)c1ccccc1,-10%,i,7.2%,-6%,-14%,?,-1%,-12%,-21%
COC(=O)C1CCN(C(=O)[C@H](C)NC(=O)C2CC(=O)N(c3ccc(F)cc3)C2)CC1 (some centres not stated),3%,i,-0.8%,11%,17%,-2%,-6%,-1%,-1%
CC(C)(C)C(=O)Nc1nnc(SCC(=O)NCc2cccs2)s1,4%,?,-0.7%,4%,5%,-2%,-1%,7%,2%
CN1CCN(c2oc(-c3ccccc3Cl)nc2S(=O)(=O)c2ccccc2)CC1,15%,?,2.8%,4%,-18%,1%,6%,-2%,-5%
CN1CCN(C(=O)COCc2cc(-c3ccc4c(c3)OCO4)on2)CC1,4%,i,-0.1%,9%,-15%,0%,8%,13%,6%
COc1ccc(S(=O)(=O)N2CN(Cc3ccco3)c3nc4ccccc4nc32)cc1,18%,i,17%,.,-10%,0%,-2%,18%,11%
O=C(CSc1nnc(-c2ccccc2)n1-c1ccc(Cl)cc1)NC1CCS(=O)(=O)C1 (configuration not stated),1%,i,2.4%,5%,-38%,-6%,9%,14%,-3%
CC(=O)Oc1ccc(OC(C)=O)c(SCCCCCCl)c1,?,.,?,11%,24%,?,-2%,?,-22%
Cc1ccnc(NC(=O)c2ccc(NC(=O)c3ccco3)cc2)c1,?,?,3.4%,.,1%,0%,-5%,1%,7%
Cc1[nH]c2ccccc2c1C(c1ccncc1)N1CCN(c2ccccn2)CC1 (configuration not stated),-11%,i,3.3%,4%,-10%,7%,14%,1%,-6%
Cc1cc(OCC(=O)N[C@@H](Cc2c[nH]c3ccccc23)C(=O)O)c2c(C)c(C)c(=O)oc2c1,18%,i,2.5%,-12%,-1%,-2%,-1%,5%,-12%

# Ordered by number of heavy atoms (lowest first): 4 of the compounds above.
SMILES,TGFb inhibitor,S2 tox,Nrf2 ARE act,Nrf2 inh,HepG2 tox,MCF10A rereplic,A549 tox,ATXN2 expr inh,EPAC2 antag
CCOC(=O)N1CCN(c2c(-c3ccc(C)cc3)c(=O)c2=O)CC1,1%,i,0.1%,3%,-1%,3%,1%,1%,-3%
CN1CCN(C(=O)COCc2cc(-c3ccc4c(c3)OCO4)on2)CC1,4%,i,-0.1%,9%,-15%,0%,8%,13%,6%
CCc1cc2c(cc3c(=O)n(CC(=O)NCc4cc(Br)ccc4OC)ncn32)s1,-4%,.,-0.2%,?,8%,.,-11%,.,.
O=C(CSc1nnc(-c2ccccc2)n1-c1ccc(Cl)cc1)NC1CCS(=O)(=O)C1 (configuration not stated),1%,i,2.4%,5%,-38%,-6%,9%,14%,-3%

# Further structures follow.
SMILES,TGFb inhibitor,S2 tox,Nrf2 ARE act,Nrf2 inh,HepG2 tox,MCF10A rereplic,A549 tox,ATXN2 expr inh,EPAC2 antag
CCN(c1ccccc1)S(=O)(=O)c1c[nH]c2ccc([N+](=O)[O-])cc12,?,i,0.0%,0%,-12%,13%,-1%,-29%,?
COC(=O)c1cc(Cl)c(NC(=O)/C=C/c2ccc(OC)c(OC)c2)cc1OC,-9%,i,-0.2%,?,-2%,?,23%,-13%,-5%
O=C1S/C(=C\c2ccccn2)C(=O)N1Cc1ccccc1F,9%,?,-0.5%,5%,1%,3%,-1%,-2%,-2%
CC1CCN(S(=O)(=O)c2ccc3ncn(CC(=O)Nc4ccccc4C(F)(F)F)c(=O)c3c2)CC1,?,i,-0.7%,3%,-9%,.,3%,-13%,.
NC(c1csc(Nc2ccc(C(=O)NCCO)cc2)n1)C1CCCCC1 (configuration not stated),-3%,i,0.6%[9.22 µM],.,-23%,.,.,-7%,5%
COc1ccc(-c2nc(O)c3cnccn23)cc1,0%,i,1.7%,-2%,1%,3%,-3%,-3%,0%
CCOc1c2ccccc2nn1CCO,-13%,i,0.2%,-6%,-14%,?,4%,9%,13%
CC(C)C[C@@H](N)c1nnc(SCC(=O)c2ccc(Cl)cc2)o1,-15%,i,-0.5%,-17%,-25%,-4%,17%,-32%,4%
CCCNC(=O)c1sc2c(c1C(=O)Nc1ccccn1)CCCC2,?,i,4.8%,?,-28%,?,3%,-22%,2%
CC(=O)Nc1cc2c(cc1Cl)-c1ccc(F)cc1C2O (configuration not stated),0%,i,17%,?,2%,6%,6%,13%,8%
COCCCNC(=O)Cn1nc(N2CCN(c3ccccc3)CC2)ccc1=O,-1%,i,-0.7%,17%,-14%,.,1%,2%,.
Cc1ccc(CN2CCCn3nc(C(=O)NCC(C)c4ccccc4)cc3C2=O)cc1 (configuration not stated),-29%,i,5.3%,.,-44%,.,9%,-24%,.
Cc1cc(C)n(S(=O)(=O)c2ccc3oc(=O)ccc3c2)n1,4%,i,3.0%,-7%,-3%,19%,9%,-8%,-9%
COc1ccc(N2C(=O)C(Cl)=C(Nc3ccccc3OC)C2=O)cc1,-3%,?,3.6%[9.22 µM],-1%,-3%,5%,-2%,-5%,1%
O=C(Nc1ccc(Cl)cc1)N(C1=NCCC1)c1ccc(OC(F)F)cc1,?,i,0.4%,?,-31%,1%,11%,65%[activator],-13%
C/C(=N\Nc1nc2ccccc2[nH]1)c1cc2ccccc2o1,?,.,-0.5%,?,-42%,?,0%,10%,-8%
O=C(CN(Cc1ccccc1)C(=O)CCC(=O)Nc1nccs1)NCc1ccc(F)cc1,0%,i,0.0%,2%,8%,-6%,7%,-9%,2%
CCOc1cc(N2CCOCC2)c(OCC)cc1NC(=O)c1cccc(N(C)C)c1,36%[activator],i,-0.5%,?,-4%,7%,-7%,-20%,-1%
Cn1c(CN2CCOCC2)nnc1SCC(=O)NC1CCCCC1,24%,i,-0.1%,10%,-1%,5%,0%,1%,6%
Cc1cc(NC(=O)CSc2nnc(-c3c[nH]c4ccccc34)n2C)no1,2%,i,-0.7%,-10%,-4%,-1%,-7%,-8%,4%
CC(c1ccccn1)N(CCN(C)C)C(=S)Nc1ccccc1F (configuration not stated),-6%,i,0.0%,-6%,-8%,14%,-5%,4%,7%
Cc1cccc(C(=O)N(c2ccccn2)C(C)c2ccco2)c1 (configuration not stated),-14%,i,-0.6%,4%,26%,-4%,-16%,-19%,3%
O=C(Nc1ccc2c(c1)OCO2)Nc1ccc(Br)cn1,-14%,i,0.0%,.,-15%,?,-18%,30%[activator],-5%
CCCN(C(=O)c1sc2nc3n(c(=O)c2c1C)CCCC3)c1ccccc1C,-10%,.,-0.6%,-19%,-34%,.,-5%,.,.
Cc1c(C)c2ccc(OCC(=O)Nc3ccc(N4CCC(C)CC4)cc3)cc2oc1=O,-7%,i,0.0%,2%,-3%,7%,-14%,-8%,54%[activator]

# (listing goes on)
SMILES,TGFb inhibitor,S2 tox,Nrf2 ARE act,Nrf2 inh,HepG2 tox,MCF10A rereplic,A549 tox,ATXN2 expr inh,EPAC2 antag
O=C(NC1CCCC1)C1CC(=O)N(CCc2ccccc2)C1 (configuration not stated),13%,i,1.4%,-4%,-8%,10%,3%,-8%,-11%
O=C1c2ccccc2C(=O)N1CCC#Cc1ccc2cc(C3(O)CCCCC3)oc(=O)c2c1,?,?,0.5%,?,-22%,29%,-7%,-12%,-18%
CCN(C[C@H]1N[C@@](CC)(C(=O)OC)[C@H]2C(=O)N(C)C(=O)[C@@H]12)C(=O)C1CCCCC1,2%,i,0.1%,5%,-38%,0%,5%,7%,-11%
CC(=O)Nc1ccc(-c2ccnc3c2CC(C)(C(=O)Nc2cccc(C(F)(F)F)c2)O3)cc1 (configuration not stated),?,?,-3.6%,.,-36%,.,.,?,-16%
CN(c1ccc(C(=O)Nc2ccccn2)cc1)S(=O)(=O)c1ccccc1,1%,i,5.0%,-5%,0%,6%,10%,.,2%
O=C(c1cncc(Br)c1)N1CCN(S(=O)(=O)c2ccccc2)CC1,6%,i,0.1%,12%,-15%,-1%,2%,1%,-3%
Cc1ccc(-n2c(SCC(N)=O)nc3c(oc4ccccc43)c2=O)cc1C,?,i,0.0%,0%,-2%,.,-19%,8%,.
